# RXFP1 antagonist: blocks the human relaxin receptor RXFP1; Q9HBX9; HEK293-RXFP1, relaxin-stimulated cAMP HTRF, 30 min; active compounds read low; activity change, negative = inhibition, % at 57.5 µM; actives 0.59% (n = 350,000); AID 1259400;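 active means activity change of -60% or lower, but not beyond a set lower limit; inconclusive means change between -60% and -40%, or beyond the set limit; inactive means change above -40%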; further: on the % scale 0 is the no-effect control and ±100 the full control effect
# D1 antag: blocks dopamine activation of the human D1 receptor; HEK293 TREx D1 cells, calcium flux, dopamine EC80; active compounds read low; actives 3.2% (n = 360,000); P21728; AID 504652; activity change, negative = inhibition, % at 10 µM; in the data active means activity change below about -30%; further: on the % scale 0 is the no-effect control and ±100 the full control effect
# Target sequence (P21728 whole entry, looked up): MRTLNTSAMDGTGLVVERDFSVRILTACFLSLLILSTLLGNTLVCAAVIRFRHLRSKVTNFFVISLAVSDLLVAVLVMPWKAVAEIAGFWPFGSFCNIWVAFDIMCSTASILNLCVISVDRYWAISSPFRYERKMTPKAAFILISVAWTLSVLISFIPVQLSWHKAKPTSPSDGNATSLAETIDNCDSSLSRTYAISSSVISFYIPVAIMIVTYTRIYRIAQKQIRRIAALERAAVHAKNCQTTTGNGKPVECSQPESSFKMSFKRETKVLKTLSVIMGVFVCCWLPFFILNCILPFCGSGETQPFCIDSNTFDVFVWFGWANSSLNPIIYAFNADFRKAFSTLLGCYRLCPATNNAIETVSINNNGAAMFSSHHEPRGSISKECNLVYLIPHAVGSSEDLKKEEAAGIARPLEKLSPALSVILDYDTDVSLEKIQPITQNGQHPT
#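 Calcium flux readout: force-coupled, inducible Hek293 Trex D1 line, cells induced overnight at 30 C with tetracycline, dye-loaded 30–90 min at RT. Antagonism scored against EC80 dopamine challenge given 180 s after compound.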
# D2 agonist: activates the human D2 dopamine receptor. P14416. HEK293 T-REx D2 cells, calcium flux agonist mode. activation, % at 2 µM. actives 0.53% (n = 340,000);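 active means activation over 3 SD above normal in the single-dose calcium agonist read, cut at about 30% in these data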; further: 0% is about no effect
#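 Tetracycline-induced HEK293 Trex cells with D2 receptor force-coupled to calcium signaling, plated overnight at 30 C and loaded with no-wash calcium dye. Calcium flux read kinetically for 180 s after compound addition; responses flag agonists.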
# D1 ag: agonists of human D1 dopamine receptor; P21728; HEK293 T-REx D1 cells, calcium flux, agonist mode; activation, % at 2 µM; actives 1% (n = 360,000); further: 0% is about no effect
#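 Inducible HEK293 T-REx D1 cells, force-coupled to calcium signalling, were plated at 4000 cells/well with tetracycline and held overnight at 30 C. After no-wash calcium dye loading, compound-evoked calcium rise over 180 s flagged agonists.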
# D1 PAM: human D1 dopamine receptor positive modulation; P21728; HEK293 TREx D1 cells, calcium flux, dopamine EC20 potentiation; potentiation, % at 10 µM; actives 0.036% (n = 360,000); in the data active means potentiation above about 30%; further: 0% is about no effect
# D2 antagonist: antagonists of human D2 dopamine receptor; P14416; HEK293 TREx D2 cells, calcium flux, dopamine EC80; inhibition, % at 10 µM; actives 2% (n = 340,000); in the data active means inhibition above about 30%; further: 0% is about no effect
#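 In this primary screen, negative modulation is detected by tracking calcium flux after an EC80 dopamine challenge in inducible HEK293 T-REx D2 cells preexposed to test compound for 180 s.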
# D2 potentiator: positive allosteric modulators of human D2 dopamine receptor. P14416. HEK293 T-REx D2, calcium flux, EC20 dopamine potentiation. AID 485347. potentiation, % at 10 µM. actives 0.34% (n = 340,000);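 active means potentiation over 3 SD above the plate norm, cut at about 30% in these data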; further: 0% is about no effect
#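 Calcium flux readout, no-wash dye, 1 read/s. Inducible HEK293 Trex D2 line, overnight 30 C. Compound alone 180 s (agonist flags), then EC20 dopamine, another 180 s to score potentiation.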
# TRHR agonist: TRH receptor (human) agonism. actives 0.18% (n = 360,000). activation, % at 2 µM. TRHR cells, calcium flux fluo-8, FDSS agonist mode. P34981. AID 493084; further: 0% is about no effect
# Target sequence (P34981 whole entry, looked up): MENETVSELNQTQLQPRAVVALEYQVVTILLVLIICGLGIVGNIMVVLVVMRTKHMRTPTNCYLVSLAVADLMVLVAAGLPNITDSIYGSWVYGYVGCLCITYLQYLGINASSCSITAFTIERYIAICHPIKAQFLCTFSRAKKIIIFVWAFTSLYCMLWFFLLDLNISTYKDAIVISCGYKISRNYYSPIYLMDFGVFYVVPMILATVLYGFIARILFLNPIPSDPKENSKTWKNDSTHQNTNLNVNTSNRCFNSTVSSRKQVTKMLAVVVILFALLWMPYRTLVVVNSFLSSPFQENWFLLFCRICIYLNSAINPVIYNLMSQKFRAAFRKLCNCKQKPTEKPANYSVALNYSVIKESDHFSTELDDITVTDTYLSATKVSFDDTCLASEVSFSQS
#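 TRHR-expressing cells, plated overnight in medium with 10% serum, were loaded with fluo-8 calcium dye at room temperature. After a 10 s baseline, library compound was pin-added and calcium release was recorded kinetically (ex 480/em 530) as agonist response.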
# TRHR enhancer: allosteric enhancers of human TRH receptor. actives 0.66% (n = 360,000). TRHR cells, fluo-8 calcium fluorescence, EC20 TRH enhancement. enhancement, % at 2 µM. P34981; in the data active means enhancement above about 30%; further: 0% is about no effect
#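 Enhancer read-out: after compound pinning and an initial kinetic agonist-mode read, an EC20 of TRH (10 nM final) was injected and fluo-8 calcium signal (Ex 480/Em 530) followed at 1 s/cycle for 100 cycles in TRHR-expressing cells.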
# An asterisk follows results filed as active; ? = inconclusive; · = no result given; & = joins results of further samples. Unless noted, no stated cut-off is given here; in the data, active means activation above about 30%; inactive means the rest.
# Start of the data: the first 2 compounds, ahead of the listing:
SMILES,RXFP1 antagonist,D1 antag,D2 agonist,D1 ag,D1 PAM,D2 antagonist,D2 potentiator,TRHR agonist,TRHR enhancer
COc1cc(C(=O)NCCC(=O)NCc2c(F)cc(F)cc2F)cc(OC)c1OC,-15,2,0.1,0,1,0,0,0.3,9
CSc1ccc(CNC(=O)C2CCN(c3nc4ccccc4nc3C(F)(F)F)CC2)cc1,·,-2,-0.2,1,-2,·,-1,0.3,6

# The whole of this part, from the first entry:
SMILES,RXFP1 antagonist,D1 antag,D2 agonist,D1 ag,D1 PAM,D2 antagonist,D2 potentiator,TRHR agonist,TRHR enhancer
COc1cc(C(=O)NCCC(=O)NCc2c(F)cc(F)cc2F)cc(OC)c1OC,-15,2,0.1,0,1,0,0,0.3,9
CSc1ccc(CNC(=O)C2CCN(c3nc4ccccc4nc3C(F)(F)F)CC2)cc1,·,-2,-0.2,1,-2,·,-1,0.3,6
CSCCC(NC(=O)c1ccccc1)c1nc(-c2ccccc2)no1 (configuration not stated),·,-5,1.8,1,2,-1,-6,-0.6,9
COc1ccc(NC(=O)CSc2nc3ccccc3n2Cc2cccc(OC)c2)cc1,2,1,1.2,20,0,·,2,-0.7,13
CCCN(Cc1cccs1)C(=O)Nc1cc(Cl)c(OC)cc1OC,-21,-3,·,2,-1,·,-10,-0.1,-11
CCN(CC)CCCNC(=O)c1ccc2nc(N3CCCCC3)sc2c1,·,-20,0.3,2,-3,·,-5,0.6,-5
O=C(c1cc2ccccc2cc1O)N1CCN(c2ccccn2)CC1,-8,8,-0.8,3,-8,6,6,0.1,-1
CC(=O)Nc1ccc(S(=O)(=O)N2CCCC(C(=O)O)C2)cc1 (configuration not stated),-7,15,2.2,3,-6,3,8,0.2,-2
O=C(N/N=C/c1ccc(-c2ccccc2Cl)o1)c1ccccc1,-34,-21,-0.1,4,-6,2,-10,-1.8,3
Cc1ccc2nc(C3CCN(CC(=O)N4CCCCCC4)CC3)[nH]c2c1,8,-15,0.5,1,-3,-19,-3,-0.4,3
CCC(C)(C(=O)NC1CCCCC1)N(CC1CCCO1)C(=O)CNC(=O)c1ccccc1 (configuration not stated),-3,-3,·,2,2,·,·,-1.8,2
COc1cccc(-c2ccc3ncnc(NCc4ccc5c(c4)OCO5)c3c2)c1,·,4,·,4,-4,·,·,0.5,-5
COc1ccc(-c2nc(N)n(C(=O)c3ccccc3Cl)n2)cc1,2,0,-0.6,2,0,-8,3,-0.2,3
Cc1cc2occ(CC(=O)O)c2cc1C,-1,7,0.3,6,-6,8,-9,0.4,-8
CN1CCc2c(OCC(=O)N3N=C(c4cccs4)CC3c3ccc(F)cc3)cccc2C1=O (configuration not stated),6,3,-1.5,6,4,14,-11,-0.1,-10

# Complete entries from above.
# COc1ccc(-c2nc(N)n(C(=O)c3ccccc3Cl)n2)cc1 as listed: RXFP1 antagonist: 2; D1 antag: 0; D2 agonist: -0.6; D1 ag: 2; D1 PAM: 0; D2 antagonist: -8; D2 potentiator: 3; TRHR agonist: -0.2; TRHR enhancer: 3
# Cc1ccc2nc(C3CCN(CC(=O)N4CCCCCC4)CC3)[nH]c2c1 as listed: RXFP1 antagonist: 8; D1 antag: -15; D2 agonist: 0.5; D1 ag: 1; D1 PAM: -3; D2 antagonist: -19; D2 potentiator: -3; TRHR agonist: -0.4; TRHR enhancer: 3
# Cc1cc2occ(CC(=O)O)c2cc1C as listed: RXFP1 antagonist: -1; D1 antag: 7; D2 agonist: 0.3; D1 ag: 6; D1 PAM: -6; D2 antagonist: 8; D2 potentiator: -9; TRHR agonist: 0.4; TRHR enhancer: -8

# (next part)
SMILES,RXFP1 antagonist,D1 antag,D2 agonist,D1 ag,D1 PAM,D2 antagonist,D2 potentiator,TRHR agonist,TRHR enhancer
CCCCNC(=O)Nc1ccnn1C1CCCCC1,7,-7,·,0,14,-1,13,0.2,8
Cc1cc(C)n2[nH]c(=O)c(N=Nc3cccc(C(F)(F)F)c3)c2n1,-12,-5,-0.5,-2,-4,-16,9,-0.5,0
CCn1c(SCC(=O)NCC(=O)Nc2ccc(F)cc2)nnc1-c1cccs1,-21,16,0.3,0,-4,-4,-8,-0.2,3
Cn1c(=O)c2nnn(/N=C(\c3ccccc3)C3CC3)c2n(C)c1=O,-17,8,0.4,-1,1,-2,2,0.0,1
CCN(CC)c1ccc(N=C2C(=O)Nc3ccccc32)cc1,?,1,-0.2,0,0,-7,13,-0.6,0
O=C(OCC#CCSc1nc2ccccc2o1)c1ccco1,9,-18,-0.5,2,-4,7,-6,-0.2,-5
Cc1cccc(C2=NC(C(F)(F)F)(C(F)(F)F)c3c(n(-c4ccc(F)cc4)c(=O)[nH]c3=O)N2)c1,-5,0,-0.3,7,1,4,-2,-0.2,-6
CCOC(=O)c1cc2sccc2n1CCCN1C(=O)c2ccccc2C1=O,-22,13,-0.2,7,-2,-6,12,0.3,-4
CS(=O)(=O)N1CCC(C(=O)Nc2ccc(F)c(Cl)c2)CC1,8,-14,1.1,0,3,0,2,0.3,-6
O=S(=O)(NC1CCCC(NS(=O)(=O)c2c(F)cccc2F)C1)c1ccc2c(c1)OCCO2 (configuration not stated),·,-6,·,0,-2,·,·,2.8,10
Cc1cc(C)n(CCCNC(=O)c2cc(COc3ccc(C)c(C)c3)on2)n1,4,-4,0.2,3,2,4,4,2.0,-5
CC(NC(=O)CN1CCC(C(N)=O)CC1)c1ccccc1 (configuration not stated),3,-6,0.5,3,-6,4,5,-0.1,5
COc1ccc(CCNC(=O)CN2C(=O)COc3ccccc32)cc1OC,1,18,-0.9,2,0,·,9,0.1,-1
CCOC(=O)c1ccc2c(c1)nc(COc1ccc(OC)cc1)n2CC,0,-11,-1.1,2,-5,-4,-2,-0.4,0
COc1ccc(NC(=O)CN2CCC(C(=O)c3ccc(C)cc3)CC2)c(OC)c1,-9,-2,·,2,-8,·,·,-0.6,-2
N#C/C(=C\c1c(N2CCC(C(N)=O)CC2)nc2ccccn2c1=O)S(=O)(=O)c1ccccc1,9,12,0.4,2,-10,-7,3,0.3,-3
COc1ccc(N(CC(=O)N2CCN(C)CC2)S(=O)(=O)c2cc(C)ccc2OC)cc1Cl,-2,6,0.2,2,4,6,6,0.5,5
CCN(CC)c1cc(C)c2cc(NC(=O)/C=C/c3ccccc3Cl)ccc2n1,·,8,-0.1,1,-1,·,-14,0.4,10
O=C(Nc1ccc(-n2cnnn2)cc1)c1cn2ccccc2n1,-12,-8,1.5,3,1,7,-4,-0.2,-1
O=[N+]([O-])c1ccc(Sc2cccc3cccnc23)cc1,-5,-28,0.7,0,-2,-5,11,0.0,-4
CCCCNC(=O)CSc1nc2nc(C)c(Cc3c(F)cccc3Cl)c(C)n2n1,·,4,-0.4,4,2,·,1,-0.4,1
Cc1ccc(C(=O)NC(=S)/C=C2\N(C)c3ccccc3C2(C)C)cc1,-7,6,-1.2,1,0,-15,-13,-0.3,-4
Cc1cc(C)c2oc(C(=O)Nc3sc4c(c3C(=O)NCc3ccco3)CCC4)cc(=O)c2c1,2,-22,0.3,-1,-1,·,5,0.4,-6
Cc1c(S(=O)(=O)N2CCN(c3cccc(C(F)(F)F)c3)CC2)c(=O)n(C)c(=O)n1C,7,1,0.2,1,-8,-1,-8,-0.1,1
COc1ccccc1CCn1cc(C#N)c(=O)[nH]c1=O,1,4,0.1,2,-1,-3,2,0.3,8
COc1cccc(NC(=O)CC2C(=O)NCCN2C(=S)Nc2ccc(F)cc2)c1 (configuration not stated),-8,-9,-0.1,4,2,-4,7,0.9,3
CCOc1ncccc1C(=O)NC(C)CCc1ccccc1 (configuration not stated),-4,-3,-2.9,2,7,-6,6,-1.1,2
COc1cc(C(=O)OCCC(C)C)cc(OC)c1O,-2,6,-0.8,14,1,-11,9,-1.5,11
Cc1cc(=O)[nH]c(SCC(=O)Nc2nonc2C)n1,-4,-15,0.1,3,-4,-6,-3,1.1,4
CCOC(=O)c1c(C)[nH]c(CCC(=O)Nc2ccc(N(CC)CC)cc2C)c1C,-24,-4,1.0,5,-5,·,0,-0.7,-5
CC(C)CN(C(=O)CN(C)C(=O)c1ccco1)c1c(N)n(CC(C)C)c(=O)[nH]c1=O,-8,0,-0.8,4,-2,26,-7,0.3,4
CCOc1ccc(CCNC(=O)c2ccc(CS(=O)Cc3ccc(Cl)cc3)o2)cc1 (configuration not stated),-4&-9,-26&3,-0.6&-0.6,2&2,3&-1,0,-3&-6,-0.2&-1.7,-23&-31
c1csc(-c2nn3c(-c4ccncc4)nnc3s2)c1,·,1,-0.6,2,8,5,0,-0.1,3
c1ccc(OCC2CCNCC2)nc1,3,-7,1.2,6,1,5,7,-0.3,3
CCCN1Cc2cccc(C(=O)Nc3ccccc3F)c2C1=O,-19,-13,0.4,-1,-6,·,19,-0.3,-3
N#Cc1ccccc1NC(=O)CSc1nccn1CCc1ccccc1,-11,-4,-1.3,0,-4,17,-9,0.2,-9
O=C(NCCc1c[nH]c2ccccc12)C(=O)NCC1OCCN1S(=O)(=O)c1ccccc1 (configuration not stated),-1,-3,0.8,-2,1,10,1,-0.6,-2
Cc1cccc(CCNS(=O)(=O)c2ccc3c(c2)NC(=O)CS3)c1,5,5,0.7,5,5,-20,5,-0.1,-5
Cc1ccc(C(c2sc3nc(-c4ccco4)nn3c2O)N2CCOCC2)cc1 (configuration not stated),1,·,0.2,3,0,·,-8,0.1,0
Cc1ccc(C2=NN(S(=O)(=O)c3ccccc3)C(c3ccco3)C2)cc1 (configuration not stated),-1,-2,0.6,2,-10,-34,9,0.1,2
Cc1cc(C)c2sc(N(Cc3cccnc3)C(=O)CCOc3ccccc3)nc2c1,9,·,0.1,19,-1,·,·,-0.6,9
COc1ccc(NC(=O)C(=O)N/N=C/c2cccnc2)c(OC)c1,7,-7,0.4,2,2,-3,4,0.6,3
COc1ccc(-n2c(SCc3ccccc3F)nc3c([nH]c4ccccc43)c2=O)cc1OC,·,18,·,2,-2,·,3,0.6,7
O=C(CSc1ccc(-c2ccc(F)cc2)nn1)N1CCCc2ccccc21,-20,13,-0.7,4,1,-5,-9,0.0,2
CC1(C)CN=C(N2CCN(C3=NCC(C)(C)S3)CC2)S1,·,8,4.5,3,2,6,-4,1.0,4
COCC(=O)Nc1cccc2ccccc12,0,3,-2.3,0,1,3,20,0.1,1
Cc1ccc(NC(=O)/C(=C/c2cccs2)NC(=O)c2ccco2)cc1,0,-16,0.3,0,-8,8,-1,0.2,11
c1ccc(CN2CCN(c3nc4ccccc4c4ccccc34)CC2)cc1,-10,16,-0.1,3,6,-29,-33,0.0,-9
Cc1ccc(C(=O)N2CCCC2)c(F)c1F,-8,-8,0.4,2,-2,11,4,-0.3,-5
C(=N\Nc1nc(Nc2ccccc2)nc(N2CCOCC2)n1)/c1c[nH]c2ccccc12,-11,7,·,1,0,-6,-2,0.6,7
COc1ccc(-c2csc(NC3CCCCC3)n2)c(OC)c1,-12,-10,·,10,·,·,·,0.6,7
CC[n+]1c(C)sc2cc(C)ccc21,-7,32,·,1,28,·,·,-0.8,-6
COc1ccc(/C=N/NC(=O)c2ccncc2)cc1COc1ccc(NC(C)=O)cc1,-7,-1,-0.7,2,-9,9,5,0.0,-9

# Screening data deposited in PubChem BioAssay by National Center for Advancing Translational Sciences (NCATS).
